Screening data deposited in PubChem by several laboratories.
GPR35 antagonists: GPR35 antagonists blocking zaprinast-driven arrestin recruitment, primary screen, imaging, U2OS, beta-arrestin-GFP, zaprinast agonist (AID 2058); one-dose inhibition, % at 10 µM; IC50 in µM for titrated hits; hit rate 0.052% among 290,000; U2OS GPR35 beta-arrestin-GFP translocation imaging, zaprinast antagonism; higher % means a stronger effect;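 active = inhibition of at least 50% with at least 30 cells and total cytoplasm GFP at most 10,000,000; inconclusive = under 30 cells or total GFP of 10,000,000 plus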
KOR beta-arrestin-1: KOR agonists, beta-arrestin recruitment, primary screen, cell-based, luminescence, uHTS (AID 1777); KOR beta-arrestin recruitment, luminescence; higher % means a stronger effect; hit rate 0.02% among 280,000; one-dose activation, % at 10 µM; EC50 in µM for titrated hits; in the data active = activation above about 50%, passing the limit was not always enough; note: a part of the inactive calls stands beside numbers as strong as those of hits
PhoP inhibition: inhibitors of PhoP regulon expression, primary screen, Salmonella Typhimurium, GFP reporter (AID 1863); inhibition, % at 50 µM, or IC50 in µM where a hit was titrated; S. Typhimurium PhoP-regulated promoter GFP reporter, 4 h; higher % means a stronger effect; hit rate 0.16% among 300,000;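 active = inhibition over 29.93%, a cutoff 3 SD above the screen mean, later confirmed by dose response; inconclusive = inhibition over 29.93% but no dose response follow-up; inactive = inhibition at most 29.93% or unconfirmed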;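 note: 0% = low Mg2+ inducing control and 100% = high Mg2+ repressing control; strong numbers were not always called active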
GPR55 beta-arrestin: selective activators of receptor GPR55 – imaging, U2OS cells, beta-arrestin-GFP redistribution, primary screen (AID 1961); U2OS GPR55 beta-arrestin-GFP redistribution imaging; higher % means a stronger effect; one-dose activation, % at 10 µM; EC50 in µM for titrated hits; hit rate 0.048% among 290,000;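 active = activation above 40% with more than 50 cells counted in the well; inconclusive = wells holding fewer than 50 cells, flagged as toxic or sparse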;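 note: U2OS osteosarcoma cells stably expressing GPR55 and beta-arrestin-GFP; plate controls were DMSO negative control for no effect and LPI positive control for full effect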
NTR1 ag: NTR1-driven beta-arrestin-GFP spot formation – imaging, U2OS cells, high content, primary screen (AID 493036). P30989. agonist mode. activation, % at 20 µM. hit rate 0.17% among 330,000;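 active = activation at or above 40% of the spot to cytoplasm intensity ratio, with at least 20 cells analyzed; inconclusive = wells under 20 cells, flagged as cytotoxic or low count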;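 note: 0% = DMSO without peptide and 100% = 100 nM NTR1 peptide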
Target sequence (P30989 whole entry, looked up): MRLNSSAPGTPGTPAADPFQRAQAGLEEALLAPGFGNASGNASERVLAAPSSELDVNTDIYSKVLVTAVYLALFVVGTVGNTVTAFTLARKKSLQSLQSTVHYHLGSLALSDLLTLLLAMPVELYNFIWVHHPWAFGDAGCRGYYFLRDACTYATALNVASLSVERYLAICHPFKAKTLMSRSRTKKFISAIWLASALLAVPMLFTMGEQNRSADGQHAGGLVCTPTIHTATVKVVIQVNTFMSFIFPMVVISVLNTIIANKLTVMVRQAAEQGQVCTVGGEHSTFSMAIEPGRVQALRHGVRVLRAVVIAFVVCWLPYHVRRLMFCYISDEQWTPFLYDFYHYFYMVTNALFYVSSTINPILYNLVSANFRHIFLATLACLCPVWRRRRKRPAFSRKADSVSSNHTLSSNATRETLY
GPR55 LPI antagonism: GPR55 antagonists blocking LPI-driven arrestin recruitment, primary screen, imaging, U2OS, beta-arrestin-GFP, LPI agonist (AID 2013) | U2OS GPR55 beta-arrestin-GFP translocation imaging, LPI antagonism; higher % means a stronger effect | one-dose inhibition, % at 10 µM; IC50 in µM for titrated hits | hit rate 0.13% among 290,000;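 active = spots per cell inhibited over 60%, with over 100 cells counted and total cytoplasm intensity under 500,000; inconclusive = wells with under 100 cells, flagged as likely toxic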;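 note: U2OS cells stably carrying GPR55 and arrestin-GFP stimulated by 5 µM LPI near EC80; imaged beta-arrestin-GFP aggregate spots per cell after agonist stimulation; plate controls were LPI-stimulated DMSO wells for no effect and DMSO wells without LPI for full effect; some results filed as inactive read as strong as hits; confirmed hits need IC50 under 10 µM and bright autofluorescent wells are also inconclusive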
T cell HTS: T cell immune modulation candidate. 2C CD8+ T cell-vesicle binding, flow cytometry; stronger effect = lower value. calls only at 7 µM. hit rate 0.068% among 330,000. AID 2052;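 active = response, share of CD8 T cells binding vesicles, and their 90th percentile fluorescence all below set limits, cut at about 80% in these data, passing the limit was not always enough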
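Benchmarks: naked versus QL9-loaded vesicles / Assay system: purified 2C TCR transgenic mouse naive CD8+ T cells / Technique: high-throughput flow cytometry with anti-B7-1 and anti-CD8 staining / Timing: Cell–vesicle co-incubation 1.5 h at 37 °C, staining 20 min on ice / Read-out: percent CD8+ FL2 mean versus row control / Probe or stimulus: QL9-loaded Drosophila micro-vesicles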
KOR beta-arrestin-2: KOR antagonists, beta-arrestin recruitment, cell-based, luminescence, uHTS (AID 1778). KOR beta-arrestin recruitment, luminescence, antagonist mode; higher % means a stronger effect. inhibition, % at 10 µM; hits with a dose series show IC50 in µM. hit rate 0.091% among 290,000; in the data active = inhibition above about 50%; note: strong numbers were not always called active
West Nile virus CPE: West Nile virus antiviral activity, cell-based, CPE readout (AID 1621); hit rate 0.02% among 290,000; CPE inhibition, % at 10 µM; hits with a dose series show IC50 in µM; West Nile virus-infected cells, CPE inhibition; higher % means a stronger effect; in the data active = a potency from the dose series; inconclusive = CPE inhibition mostly from about 3.7% at the one dose, without a potency; inactive = the rest, 99 in 100 with CPE inhibition below about 2.2%; note: strong numbers were not always called active
T cell HTS vesicle-bound %: recorded beside T cell HTS, whose call it bears; double positive events, %; measured here: CD8+ vesicle-bound cell fraction;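 binding gate set so that unloaded-vesicle control wells show 10% double positive cells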
NTR1 ag cell count 20 µM: further read-out of NTR1 ag, marked with its call; cell count; measured here: cell count, cytotoxicity flag
An asterisk follows results filed as active; i = inactive; ? = inconclusive; / = no result given; [ ] = dose if it differs, or a comment.

# | molecule | GPR35 antagonists | KOR beta-arrestin-1 | PhoP inhibition | GPR55 beta-arrestin | NTR1 ag | NTR1 ag cell count 20 µM | GPR55 LPI antagonism | T cell HTS | T cell HTS vesicle-bound % | KOR beta-arrestin-2 | West Nile virus CPE
1 | CC(C)(O)c1ccc2c(c1)CCC1C(C)(C(=O)O)CCCC21C (centres undefined) | 0.4% | -5.0% | 0.0% | 0.6% | -2.5 | 95 | 4.4% | i | 43.0 | 26.5% | -0.7%
2 | O=C1c2ccccc2CN1C(CO)c1ccccc1 (centres undefined) | -6.0% | -4.1% | -1.4% | 0.0% | -1.7 | 89 | 7.5% | i | 57.5 | 18.9% | -0.7%
3 | Cc1onc(-c2ccccc2)c1C(=O)NCC(O)c1ccccc1 (centres undefined) | 8.7% | -1.6% | -9.2% | 0.5% | -0.4 | 40 | 8.8% | i | 5.8 | 20.5% | 0.3%
4 | COc1ccc(NC(=O)c2ccccc2F)cc1Cl | 3.9% | 2.2% | 12.3% | 0.2% | -1.2 | 32 | 2.2% | i | 19.9 | -46.2% | 0.1%
5 | Cc1ccc(S(=O)(=O)Nc2ccc(C(OC(=O)c3ccccc3[N+](=O)[O-])(C(F)(F)F)C(F)(F)F)cc2)cc1 | 6.1% | -1.6% | -9.5% | -0.4% | 16.0 | 66 | 25.6% | i | 39.6 | 33.0% | -1.8%
6 | CC(C)c1cc(C(=O)OCC(=O)N2CCN(C(=O)c3ccco3)CC2)c(O)c(C(C)C)c1 | -1.2% | 0.7% | 5.1% | -0.1% | 2.1 | 52 | 11.8% | i | 45.1 | -3.9% | 0.3%
7 | COc1ccc(-n2nc(C(=O)NCC(=O)N3CCCC3)c3ccccc3c2=O)cc1 | 9.4% | -1.7% | -4.1% | -0.2% | 0.3 | 56 | 13.5% | i | 47.1 | 3.4% | 0.1%
8 | Cc1cccnc1NC(=O)Cn1c(=O)oc2ccccc21 | -2.4% | 19.8% | 1.1% | 0.0% | -0.1 | 70 | -15.8% | i | 58.6 | -13.5% | 0.6%
9 | CCOc1ccc2nc(N3CCCC(C(=O)NC4CCCC4)C3)sc2c1 (centres undefined) | -11.3% | 5.1% | -5.7% | -0.1% | 1.8 | 56 | 4.5% | i | 9.2 | 8.9% | -0.7%
10 | O=C(CSc1nc2ncccc2[nH]1)NCc1ccco1 | -5.0% | -8.4% | 7.4% | 1.0% | -1.6 | 70 | -10.5% | i | 38.2 | -17.7% | 0.3%
11 | COc1ccc(C(c2c(O)nc(SC)n(C)c2=O)c2c(O)nc(SC)n(C)c2=O)cc1O | 3.2% | -0.5% | -1.7% | -0.4% | -1.6 | 89 | 5.1% | i | 47.7 | 24.1% | 0.7%
12 | Cc1cc(C(F)(F)F)c2c(C)nn(CCc3nn[nH]n3)c2n1 | -10.6% | -1.6% | 10.2% | 0.2% | -1.3 | 35 | 0.3% | i | 14.2 | -3.8% | 0.8%
13 | CC1CCCN(c2nc3nonc3nc2Nc2ccccc2F)C1 (centres undefined) | 21.8% | -3.7% | 10.1% | -0.2% | 2.2 | 41 | -10.6% | i | 45.8 | -28.4% | -1.4%
14 | CCOC(=O)C1=C(C)N(CCCC(=O)O)C(=O)NC1c1cccs1 (centres undefined) | / | / | -10.8% | / | -0.2 | 51 | / | i | 25.5 | / | -0.1%
15 | O=c1cc2c(=O)oc3cc(O)c(O)oc3c2c(O)c1O | 0.3% | 0.2% | -5.2% | -0.1% | / | / | -4.7% | / | / | -1.6% | 0.4%
16 | COCCNC(=S)NN(c1ccccc1)c1ccccc1 | 3.6% | -1.7% | 4.3% | 0.1% | 1.3 | 61 | 11.8% | i | 36.0 | 26.2% | 0.3%
17 | COc1cc([N+](=O)[O-])c(N2CCOCC2)c([N+](=O)[O-])c1OC | -8.2% | -0.5% | 6.8% | 0.2% | 3.3 | 62 | 3.3% | i | 42.0 | -6.5% | 0.4%
18 | CCC(=O)N1CCc2cc(Br)cc(S(=O)(=O)NCCN3CCCC3)c21 | -13.2% | -7.1% | 4.4% | -0.1% | -1.5 | 87 | -3.3% | i | 38.0 | 24.6% | -0.6%
19 | O=C(/C=C/c1ccccn1)c1ccc(Br)cc1O | 8.1% | -3.0% | 5.2% | 0.2% | / | / | 2.1% | i | 38.8 | 1.1% | -1.0%
20 | COC(=O)c1cc(O)cc(OC)c1Oc1cc(C)cc(O)c1C(=O)O | 17.0% | -3.2% | 0.1% | 0.6% | -1.3 | 106 | 8.4% | i | 6.1 | 21.7% | 1.0%
21 | Cn1ncc(Cl)c(Oc2ccc(C(C)(C)C)cc2)c1=O | -6.4% | 2.7% | -3.2% | -0.4% | 1.7 | 54 | 8.9% | i | 31.5 | 14.2% | 0.8%
22 | Cc1c(C(=O)N2CCN(CCc3ccccc3)CC2)oc2ccccc12 | -1.5% | 1.3% | -1.1% | -0.1% | 0.0 | 68 | -33.3% | i | 21.8 | -36.9% | 0.0%
23 | CCOC(=O)c1c(NC(=O)OC)sc2c1CCC2 | -15.6% | -1.0% | 8.4% | -0.1% | 0.4 | 48 | 4.2% | i | 38.4 | 12.0% | -0.1%
24 | Cc1ccccc1OC(C)C(=O)NCCCN1CCOCC1 (centres undefined) | 8.5% | 7.7% | 5.5% | 0.3% | 0.3 | 68 | 4.2% | i | 11.3 | -28.2% | -0.1%
25 | O=C(c1ccccc1)N1CCN(S(=O)(=O)N2CCOCC2)CC1 | -13.2% | 2.7% | -4.2% | 0.4% | -0.5 | 48 | 1.6% | i | 31.4 | -55.1% | 0.5%
26 | CCc1ccc(-c2nn[nH]n2)cc1 | 9.8% | 3.0% | -16.4% | 0.3% | -0.2 | 57 | 8.2% | i | 29.8 | 0.4% | 0.4%
27 | Cc1ccc2[nH]c(=O)c(C3C(C#N)=C(N)Oc4c3ccc3cccnc43)cc2c1 (centres undefined) | -17.2% | 2.4% | 13.7% | 0.0% | 1.3 | 92 | -5.2% | i | 37.0 | -34.5% | ?
28 | CCn1c(SCC(=O)c2ccc3ccccc3c2)nnc1-c1cccs1 | 6.0% | 7.7% | -8.2% | -0.2% | 1.2 | 54 | 2.1% | i | 32.3 | -14.8% | -0.6%
29 | Cc1[nH]c2ccccc2c1/C=N/NC(=O)Nc1ccccc1 | 3.4% | -0.8% | 5.1% | 1.3% | 18.0 | 38 | -8.6% | i | 51.3 | -16.0% | 0.0%
30 | Cc1c(NC(=O)C(C)OC(=O)c2cc(Cl)nc(Cl)c2)c(=O)n(-c2ccccc2)n1C (centres undefined) | 17.5% | 3.6% | -1.9% | 0.0% | 3.1 | 72 | 0.6% | i | 42.0 | -15.9% | 1.1%
31 | c1ccc(CN2CCN(CCN3CCn4c3nc3ccccc34)CC2)cc1 | -4.0% | / | 4.4% | 0.6% | -0.7 | 53 | 5.0% | i | 42.5 | / | -0.4%
32 | Cn1cnnc1SCC(=O)c1cccc([N+](=O)[O-])c1 | 5.9% | 4.9% | 0.7% | 0.0% | -0.4 | 39 | 6.3% | i | 30.3 | 16.7% | -0.7%
33 | CC1CC(C)CN(CC(O)COCCOc2ccc(Br)cc2)C1 (centres undefined) | -5.0% | 5.6% | 2.3% | -0.4% | -1.2 | 71 | -1.7% | i | 18.4 | 9.5% | -0.7%
34 | O=C(Nc1ccc(O)c(-c2nc3ccccc3s2)c1)c1cccs1 | / | 18.4% | -0.4% | -0.3% | 7.3 | 66 | -8.1% | i | 18.1 | -62.3% | -0.5%
35 | COC(=O)[C@H](Cc1ccccc1)N(C)S(=O)(=O)c1cccc(S(=O)(=O)N(C)[C@@H](Cc2ccccc2)C(=O)OC)c1 | -16.0% | -2.0% | 1.0% | -0.1% | 8.3 | 78 | 4.3% | i | 25.4 | -21.8%[20 µM] | -1.9%
36 | O=C(Nc1ccc2c(c1)Cc1ccccc1-2)c1ccco1 | 11.1% | 5.4% | -8.1% | 0.2% | 1.5 | 58 | -0.8% | i | 24.2 | 10.0% | -0.4%
37 | CCOc1ccc(C2C3=C(CCCC3=O)Nc3ccc4ncccc4c32)cc1 (centres undefined) | 1.2% | 4.3% | -8.7% | -0.1% | -0.2 | 61 | 10.5% | i | 30.0 | 21.7% | 0.6%
38 | S=c1[nH]nc(C2CCCCC2)n1/N=C/C=C/c1ccccc1 | -8.2% | 0.2% | 3.5% | -0.1% | 15.2 | 72 | 36.1% | i | 41.5 | 3.6% | /
39 | COc1ccc2nc(NCc3cccnc3)sc2c1 | -7.1% | 3.6% | 7.5% | -0.2% | 1.2 | 68 | 12.1% | i | 57.4 | -13.4% | 0.1%
40 | CC(NC(=O)c1ccccc1)c1nc2ccccc2n1Cc1ccc(C#N)cc1 (centres undefined) | -8.3% | -3.4% | 1.5% | 0.5% | 1.1 | 38 | -0.5% | i | 43.0 | -8.1% | -0.1%
41 | O=S(=O)(NCc1cccnc1)c1ccc2ccccc2c1 | 1.7% | 2.0% | 5.4% | 0.0% | 0.8 | 57 | -20.2% | i | 24.1 | -35.1% | -1.3%
42 | O=C(NCSc1ccnc(SCNC(=O)c2ccccc2)n1)c1ccccc1 | 6.5% | -6.8% | 5.5% | 0.1% | -0.7 | 57 | 10.3% | i | 64.0 | 13.6% | 0.0%
43 | CCOc1ccc(-n2c(=O)c3c(C)c(C(=O)N(C)C)sc3n(CC(=O)Nc3ccccc3F)c2=O)cc1 | 1.7% | -0.9% | -11.6% | 0.1% | 2.6 | 62 | 5.1% | i | 40.2 | 13.8% | 2.0%
44 | O=C(CN(c1ccc(F)cc1)S(=O)(=O)c1ccccc1)N1CCOCC1 | -7.2% | 4.4% | -0.1% | 0.2% | -0.6 | 58 | 2.8% | i | 8.4 | -7.3% | 0.4%
45 | COc1ccc(C)cc1Nc1cc(C)nc2nc(C)nn12 | -0.8% | 1.8% | -6.5% | 0.2% | -0.2 | 64 | -13.6% | i | 41.2 | 10.6% | 0.3%
46 | CCOC(=O)c1cc2c(ccn2C)n1CC(=O)N1CCN(c2ccc(F)cc2)CC1 | 2.2% | -3.8% | -5.2% | -0.2% | -0.4 | 44 | -6.3% | i | 17.2 | 0.5% | -0.8%
